# Screening data as filed in PubChem.
# CHO parental Ca = ATP-evoked calcium signal inhibitors, parental CHO, primary screen, counter-screen for OX1R antagonist project, cell-based, fluorescence, Fluo-8 calcium dye; parental CHO-K1, ATP-induced calcium, Fluo-8 fluorescence; inhibition, % at 5.6 µM; 330,000 compounds, 0.63% hits;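 active = inhibition above that plate's mean sample inhibition plus 3 SD, cut at about 26% in these data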;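 also: 0% = ATP-challenged DMSO wells and 100% = DMSO wells without ATP; some compounds past the cut are filed as inactive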
#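 Assay system – parental CHO cells · Reagent – ATP stimulus · Detection – intracellular calcium via Fluo-8 no-wash fluorescent dye · Evaluation – percent inhibition of ATP-evoked calcium rise, normalized to controls · Controls – ATP wells versus no-ATP DMSO wells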
# M1 PAM = human M1 muscarinic receptor positive allosteric modulators, primary screen, CHO-K1 cells, Fluo-8 calcium fluorescence, 1536-well. Muscarinic acetylcholine receptor M1 (Homo sapiens), P11229. CHO-K1 hM1, ACh EC20; 0% = ACh EC20, 100% = maximal ACh. activation, % at 3 µM. 360,000 compounds, 0.088% hits; in the data active = activation above about 19%, passing the limit was not always enough
# Target sequence (P11229 whole entry, looked up): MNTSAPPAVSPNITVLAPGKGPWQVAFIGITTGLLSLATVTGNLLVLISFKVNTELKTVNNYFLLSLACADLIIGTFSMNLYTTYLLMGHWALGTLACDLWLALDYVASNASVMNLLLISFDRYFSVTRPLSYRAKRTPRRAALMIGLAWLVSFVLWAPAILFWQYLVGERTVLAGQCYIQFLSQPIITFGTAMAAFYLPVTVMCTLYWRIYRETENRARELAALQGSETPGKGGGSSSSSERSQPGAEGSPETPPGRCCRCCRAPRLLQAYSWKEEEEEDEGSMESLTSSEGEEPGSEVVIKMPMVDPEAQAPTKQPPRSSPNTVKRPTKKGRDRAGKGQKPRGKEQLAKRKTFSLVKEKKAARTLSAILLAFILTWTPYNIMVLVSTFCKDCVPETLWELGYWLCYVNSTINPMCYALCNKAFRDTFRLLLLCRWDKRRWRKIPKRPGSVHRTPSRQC
# OXTR potentiate = human OXTR potentiators, primary screen, fluorescence, CHO-OTR cells, Fluo-8 calcium; Oxytocin receptor (Homo sapiens), P30559; Fluo-8 calcium fluorescence, potentiator mode; 0% = oxytocin EC15, 100% = EC100; activation, % at 3 µM; 320,000 compounds, 0.061% hits; AID 2445, 2010;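 active = activation above that plate's cutoff, the mean activation of tested compounds plus 3 SD, cut at about 6.6% in these data, passing the limit was not always enough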;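 also: 100% uses oxytocin at 75 nM as the full agonist control; some results filed as inactive read as strong as hits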
#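 Material: human OTR in CHO cells. Compound: 3.0 µM, one dose. Timing: compound 6 min at room temperature before oxytocin, 100 s read. Evaluation: % activation of max/min ratio relative to oxytocin controls. Replication: single well per compound, singlicate. Signal: Fluo-8 calcium dye fluorescence.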
# CHRM1 agonist = human M1 muscarinic receptor agonists, primary screen, Fluo-8 calcium fluorescence, CHO-K1 cells, HTS. Muscarinic acetylcholine receptor M1 (Homo sapiens), P11229. CHO-K1 hM1, agonist mode; 0% DMSO, 100% acetylcholine EC100. activation, % at 3 µM. 360,000 compounds, 0.33% hits. AID 588814, 2011;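 active = activation above the run's mean compound activation plus 3 SD, cut at about 16% in these data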;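 also: peak over basal fluorescence ratio within a 140 s kinetic read after compound addition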
# TAAR1 antag = human TAAR1 antagonists, primary screen, Fluo-8 calcium fluorescence, CHO RD-HGA16 cells; AID 624466, 2012; antagonist; inhibition, % at 3 µM; 360,000 compounds, 1.5% hits; Trace amine-associated receptor 1 (Homo sapiens), Q96RJ0;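 active = inhibition above a per-plate cutoff, the mean inhibition of test compounds on that plate plus 3 SD, cut at about 49% in these data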;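 also: 0% = DMSO plus EC80 beta-PEA response and 100% = DMSO alone without agonist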
#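 Test system: CHO RD-HGA16 cells bearing hTAAR1 | Reagent: β-PEA, EC80 | Compound dosing: 3 µM, single point | Schedule: Dye loading 75 min at 37 °C, then 30 min room temperature | Signal: Calcium fluorescence with Fluo-8 | Evaluation: Percent inhibition of PEA-evoked calcium signal, max/basal emission ratio | Control set: DMSO-only wells and EC80 β-PEA-stimulated wells | Repeats: Singlicate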
# M1 antag = human M1 muscarinic receptor antagonists, primary screen, CHO-K1 cells, Fluo-8 calcium fluorescence, 1536-well; Muscarinic acetylcholine receptor M1 (Homo sapiens), P11229; CHO-K1 hM1, ACh EC80 antagonist; inhibition, % at 3 µM; 360,000 compounds, 1.3% hits;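 active = percent inhibition above its own plate's cutoff, namely the mean of that plate's compound wells plus 3 SD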;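 also: peak over basal fluorescence ratio during 140 s after agonist addition; 0% = ACh EC80 plus DMSO and 100% = DMSO alone without agonist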
# OXTR agonist = human OXTR agonists, primary screen, fluorescence, CHO-OTR cells, Fluo-8 calcium. Oxytocin receptor (Homo sapiens), P30559. Fluo-8 calcium fluorescence; normalized: DMSO 0%, oxytocin 100%. activation, % at 3 µM. 320,000 compounds, 0.32% hits;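 active = activation above the mean of all tested compounds plus 3 SD, cutoff set per screening run, cut at about 20% in these data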;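 also: peak over basal fluorescence ratio from a 100 s FLIPR kinetic read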
# V1R ag counter = agonists of human V1a receptor, primary screen, counter-screen for OXTR agonist project, fluorescence, CHO-V1R cells; Fluo-8 calcium fluorescence, agonist mode; 0% DMSO, 100% 3 nM vasopressin; activation, % at 3 µM; 320,000 compounds, 0.25% hits;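 active = activation above the mean activation of all tested compounds plus 3 SD, per screening run, cut at about 20% in these data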;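 also: signal is peak over basal fluorescence ratio across a 100 second FLIPR read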
# Target sequence (P37288 whole entry, looked up): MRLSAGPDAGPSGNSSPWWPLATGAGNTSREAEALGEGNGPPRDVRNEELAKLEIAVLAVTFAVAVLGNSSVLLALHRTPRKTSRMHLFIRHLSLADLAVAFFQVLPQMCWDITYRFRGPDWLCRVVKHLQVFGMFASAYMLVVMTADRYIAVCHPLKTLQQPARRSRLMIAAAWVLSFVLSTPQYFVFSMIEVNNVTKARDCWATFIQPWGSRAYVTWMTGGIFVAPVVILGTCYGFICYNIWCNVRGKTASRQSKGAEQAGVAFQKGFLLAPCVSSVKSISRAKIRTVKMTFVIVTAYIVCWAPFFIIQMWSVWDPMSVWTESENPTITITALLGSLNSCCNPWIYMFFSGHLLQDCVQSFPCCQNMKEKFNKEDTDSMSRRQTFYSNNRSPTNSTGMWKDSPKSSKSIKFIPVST
# TAAR1 agonist = human TAAR1 agonists, primary screen, Fluo-8 calcium fluorescence, CHO RD-HGA16 cells; Trace amine-associated receptor 1 (Homo sapiens), Q96RJ0; vehicle wells 0%, saturating PEA agonist 100%; activation, % at 3 µM; 360,000 compounds, 0.99% hits;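 active = activation above the mean activation of all test compounds in the run plus 3 SD, cut at about 38% in these data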
#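 System: CHO-derived RD-HGA16 cells with stable Gα16 and human TAAR1. Times: 17-24 h plating, Fluo-8 75 min 37 °C, 30 min RT. Measured by: calcium-sensitive Fluo-8 signal, excitation 470-495, emission 515-575 nm. Read-out basis: % activation relative to PEA EC100 response. Control set: DMSO and PEA EC100. Repeats: no replicates (n 1).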
# * hit, by the source's call; . = not tested or not shown.
No.	SMILES	CHO parental Ca	M1 PAM	OXTR potentiate	CHRM1 agonist	TAAR1 antag	M1 antag	OXTR agonist	V1R ag counter	TAAR1 agonist
1	Cc1cccc(N2CCN(S(=O)(=O)c3c(C)[nH]c(C)c3C(=O)N3CCCC3)CC2)c1C	-12.8	18.9	-6.5	4.4	5.1	-10.0	-0.2	2.3	1.4
2	NS(=O)(=O)c1ccc(NC(=O)C(Sc2ccccc2)c2ccccc2)cc1 (stereo not drawn)	0.9	3.5	-14.2	-6.0	-2.7	2.3	0.8	0.7	7.6
3	COc1ccc2c(c1)C=Cc1ccccc1O2	-14.6	.	6.2	.	.	.	-1.7	-1.6	.
4	CC(C)n1c(SCC(=O)c2ccc3c(c2)OCCO3)nc2c1c(=O)n(C)c(=O)n2C	7.4	.	-5.8	.	-1.2	.	0.2	-0.3	1.1
5	C[C@H](CO)N1C[C@H](C)[C@H](CN(C)Cc2ccc(Oc3ccccc3)cc2)Oc2ccc(NC(=O)Nc3cccc4ccccc34)cc2CC1=O	-21.1	1.8	-4.1	-2.1	-8.4	-3.8	1.8	1.7	2.8
6	C=CCNC(=S)NCC=C	-17.7	14.3	-6.2	-2.1	1.1	-23.0	1.9	-0.4	0.8
7	COc1ccccc1NS(=O)(=O)c1ccc(C(=O)N2CCCCCC2)cc1	-9.5	-0.3	-8.7	2.5	18.1	2.3	7.2	7.4	14.4
8	CCOC(=O)c1ccc(-c2ccc(/C=N/NC(=O)Cc3nnc(N)s3)o2)cc1	0.5	16.3	-2.6	0.5	-19.6	-25.3	-1.1	-0.3	-0.5
9	CCCN1C(=O)C2(OCCO2)c2cc(Cl)ccc21	.	-0.8	.	-1.6	-7.0	-6.3	.	.	9.5
10	COc1ccc(OC)c(/C=N/NC(=O)c2cnccn2)c1	4.4	6.4	-2.9	-2.3	1.7	-11.5	-0.8	-0.7	14.5
11	C#CCOCCOCCOCCNc1nc(N2CCN(C(=O)CCCCCCCCCCNC(=O)Cn3cc(CCCCCN)nn3)CC2)nc(N2CCN(C(=O)CCCCCCCCCCNC(=O)Cn3cc(CCCCCN)nn3)CC2)n1	-11.8	-35.2	-15.2	-7.0	.	38.6*	2.9	8.5	.
12	COc1ccc(C(=O)Nc2ccccc2N2CCCCC2)cc1[N+](=O)[O-]	-40.2	4.4	-13.2	-4.3	17.9	0.6	-1.8	-0.8	2.2
13	O=C(Nc1cnn(Cc2ccc(Cl)cc2)c1)c1cccs1	-8.2	-1.3	-5.6	-2.5	-16.9	1.6	1.2	1.1	-2.3
14	O=C(Cc1ccccc1)N1CCN=C1SCc1cccc([N+](=O)[O-])c1	5.0	1.5	-0.3	-2.9	19.3	-0.7	-1.5	-0.5	-0.2
15	CC1CC(c2ccccc2)n2nc(NC(=O)CCc3ccccc3)nc2N1 (stereo not drawn)	-17.8	12.0	-16.2	5.9	7.2	-30.8	-1.8	0.3	0.6
16	O=S(=O)(c1ccc2nc(-c3ccccc3)[nH]c2c1)N1CCN(c2cccc(Cl)c2)CC1	-10.6	-3.0	-19.0	-5.5	2.9	-4.5	1.7	1.8	-0.9
17	CCCCNC(=O)[C@@H]1CCCN1S(=O)(=O)c1cccc2cccnc12	5.7	-0.5	3.9	-2.1	12.8	6.8	0.0	0.5	16.0
18	CCN(CC)C(=O)[C@H]1C[C@H](CC(=O)NC(C)(C)C)C(=O)N2CCc3c([nH]c4cc(CCC(=O)N(C)C)ccc34)[C@]12C	-24.2	1.4	.	-6.1	-20.4	-2.9	.	.	4.2
19	COc1ccc(CN(C)C(=O)COC(=O)c2c(-c3ccccc3Cl)noc2C)cc1	-11.7	4.2	-7.1	-3.6	-13.2	-6.2	-2.2	1.0	-0.7
20	COc1cccc(-c2cc(C(=O)Nc3ccc(OC)c(OC)c3)no2)c1	-17.3	-3.1	-8.5	-3.7	16.0	-4.7	0.8	2.0	13.1
21	CN1OC(COC(=O)c2ccc(Cl)cc2Cl)CC1c1ccccc1 (stereo not drawn)	-17.0	-1.4	-5.5	-5.3	4.5	11.1	-1.4	0.1	1.9
22	Cc1cc(C(C)(C)C)oc1C(=O)N(CC(=O)NC1CCCC1)c1cccc(C(F)(F)F)c1	-8.5	0.3	-8.9	-1.5	.	-2.6	1.1	1.1	.
23	O=C(COc1ccccc1-c1ccccc1)NNC(=O)NC1CCCCC1	-12.4	6.9	-9.6	-2.5	2.0	-4.5	-1.1	0.7	0.9
24	O=C(NC1CC1)C1=C[C@@H](c2ccc(C(F)(F)F)cc2)C[C@@H](OCc2ccc(CO)cc2)O1	-8.3	0.2	-7.4	-5.2	19.5	3.6	0.1	1.6	8.2
25	Oc1ccccc1Cn1nnc2ccccc21	-4.2	17.2	0.8	7.0	-4.1	-19.3	4.1	3.9	1.2
26	COc1cccc(CN2CCN(Cc3cc4ccccc4o3)CC2CCO)c1 (stereo not drawn)	-23.1	12.8	-7.8	-8.7	-6.6	-18.2	0.3	0.9	7.5
27	O=C(CSc1ccccc1)NCC(c1ccco1)N1CCCCC1 (stereo not drawn)	-8.7	-0.1	-2.0	-8.1	-4.2	9.8	-0.5	-0.4	2.5
28	CCOC(=O)c1ccc(N/C(=N/S(=O)(=O)c2ccccc2)c2ccccc2)cc1	-10.7	-1.8	-7.7	-5.6	5.4	3.7	-0.8	0.0	1.2
29	COC(=O)c1cc[n+](CC(=O)c2ccccc2)cc1	-13.7	-1.5	3.2	30.3*	-8.6	-6.9	-0.4	0.3	0.6
30	O=C(O)C1(S(=O)(=O)c2ccc(Cl)cc2)CCC1	-5.6	3.2	-8.9	-4.3	-2.6	-5.3	0.3	-1.4	-4.1
31	Cc1cccc2sc(NNC(=O)C3=COCCO3)nc12	5.2	10.8	-11.9	-0.6	-7.6	-10.7	-0.2	-0.2	4.4
32	O=C1CCC(=O)N1CCSC(=S)N1CCSCC1	-4.2	10.7	-2.0	-2.7	-2.1	-7.8	0.5	1.1	5.5
33	Cc1ccc(-c2nnc(N(C)C(=O)C3CCCO3)s2)cn1 (stereo not drawn)	1.8	1.5	-4.9	-2.4	-1.6	-1.6	-0.2	-0.5	15.2
34	c1ccc2c(c1)CCNC2c1ccncc1 (stereo not drawn)	-22.8	5.8	-8.0	-1.1	-38.7	-11.0	1.6	-0.6	6.2
35	O=C(N/C(=C/c1cn(-c2ccccc2)nc1-c1ccccc1)C(=O)N1CCOCC1)c1ccc(Cl)cc1Cl	-12.9	5.4	-2.8	-4.9	-23.1	-0.9	-0.9	-0.2	1.4
36	O=C1CCC[C@@H]2[C@H](Cc3ccccc3)[C@@H](O)C[C@@H]3CCN1[C@@H]32	.	5.1	.	-2.6	-3.3	-2.2	.	.	5.8
37	O=C(O)c1ccc(CN2C(=O)c3ccccc3S2(=O)=O)cc1	-0.7	4.9	-9.1	-3.0	5.6	-16.5	3.8	0.6	5.4
38	CN(CC(=O)Nc1c(Cl)cccc1Cl)C(=O)CCCN1C(=O)c2ccccc2C1=O	-16.7	2.9	-11.1	-3.3	-9.9	-6.6	-0.3	-0.8	11.7
39	O=C(Cc1ccc(Cl)cc1)Nc1ccccc1Sc1ccccc1	-23.0	0.1	-10.8	-8.7	46.8	-3.5	0.0	1.7	3.8
40	CN(C)C(=O)CSc1nnc(CCNC(=O)OC(C)(C)C)o1	-3.8	8.4	0.9	-4.5	1.0	-7.3	0.2	1.4	3.7
41	C/C(=N/NS(=O)(=O)c1cc(C)ccc1C)c1ccc2c(c1)OCO2	.	5.9	.	-3.7	-12.8	-9.1	.	.	-1.8
42	N#CCSc1nc2sccc2c(=O)n1-c1ccccc1	0.9	5.2	-5.4	-5.1	11.1	-2.6	-1.1	-0.7	-3.3
43	CCOc1ccc(N(C)S(=O)(=O)c2ccc(C)c(C(=O)NCc3ccccc3OC)c2)cc1	-13.2	-4.2	-6.7	-7.9	-25.3	3.8	-2.0	0.0	1.2
44	CC(Cc1cccnc1)NC(=O)c1cc(COc2ccc(F)cc2Cl)on1 (stereo not drawn)	-9.6	-8.1	-10.6	-3.5	-16.8	8.2	3.0	9.4	7.4
45	CCn1c(SCC(=O)c2cc(OC)ccc2OC)nnc1C(C)C	-10.1	-1.2	-7.5	-4.1	4.5	-1.7	-0.9	-0.6	9.3
46	CN1C(=O)Cc2cc(S(=O)(=O)Nc3ccc(Cl)cc3)ccc21	1.9	12.1	-7.0	-2.1	-18.2	-6.6	1.0	2.8	1.1
47	O=C(Nc1nc2ccccc2c(=O)s1)c1ccco1	-5.6	-0.2	2.6	-1.4	5.4	3.7	-0.8	0.5	5.0
48	O=C(NCc1ccccn1)c1ccc(Cl)c(NC2=NC3CS(=O)(=O)CC3S2)c1 (stereo not drawn)	18.4	0.1	-5.7	-1.6	-22.2	2.1	1.9	0.4	8.5
49	CC(C)(C)n1nnnc1C(c1cccnc1)N(Cc1ccccc1)Cc1cccs1 (stereo not drawn)	-9.9	-1.4	-17.8	-5.6	-1.2	-25.4	-2.1	-1.1	5.2
50	CCCCCCSc1ccc([C@@H]2[C@H]3C(=O)N(CC)C(=O)[C@H]3[C@]3(C(=O)OC)CCCN23)cc1	-23.2	0.8	-0.3	-2.2	4.0	-6.9	-0.1	0.4	1.2
51	O=C(c1[nH]ncc1-c1cccc(Br)c1)C1CO1 (stereo not drawn)	-9.5	6.6	0.1	-3.0	-6.8	-15.8	-0.4	-0.4	-0.6
52	Cc1cccc(-n2nnc(C(=O)Nc3ccc(F)cc3)c2N)c1	0.8	5.4	-8.0	-2.2	-14.3	-0.2	1.3	3.1	3.4
